# Screening data (PubChem)
# mABHD4 FP: inhibitors of mouse ABHD4; Q8VD66; purified mABHD4, FP-Rh probe fluorescence polarization; inhibition, % at 8.92 µM; 370,000 tested, 0.54% active;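 active means inhibition exceeding the mean over every tested compound plus 3 SD, cut at about 30% in these data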;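 further: 0% = plate median of compound wells and 100% = S159A mutant with DMSO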
# Target sequence (Q8VD66 whole entry, looked up): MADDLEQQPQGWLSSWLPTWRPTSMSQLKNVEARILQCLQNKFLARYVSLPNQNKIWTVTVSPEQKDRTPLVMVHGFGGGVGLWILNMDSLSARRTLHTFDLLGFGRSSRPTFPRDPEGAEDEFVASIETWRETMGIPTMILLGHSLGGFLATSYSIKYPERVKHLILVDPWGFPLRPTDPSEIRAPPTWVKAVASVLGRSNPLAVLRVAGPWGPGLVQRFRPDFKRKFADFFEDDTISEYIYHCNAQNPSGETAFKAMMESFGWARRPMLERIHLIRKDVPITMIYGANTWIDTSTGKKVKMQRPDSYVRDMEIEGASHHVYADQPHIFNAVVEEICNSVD
#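 Assay system: mABHD4 protein; medium: HEPES pH 7.0, NaCl, Pluronic buffer; dosing: 8.92 µM, single dose; schedule: 45 min + 60 min at 25 °C; signal: FP readout, ex 525 nm / em 598 nm; read-out: normalized percent inhibition of probe labeling; repeats: single replicate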
# TDP2 inh: blocks human TDP2 phosphodiesterase activity; recombinant TDP2, T5PNP hydrolysis, p-nitrophenol absorbance 415 nm; inhibition, % at 12.8 µM; 370,000 tested, 0.34% active;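 active means inhibition above the mean of all tested compounds plus 3 SD, set per campaign, cut at about 25% in these data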;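 further: 0% = DMSO with enzyme and 100% = buffer with substrate but no TDP2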
#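 System – recombinant human TDP2 · Quantity – TDP2 enzyme at 120 nM final · Doses – single concentration, 12.8 µM nominal, with 1% DMSO · Incubation – 2 h at 37 °C · Measured by – epi absorbance of p-nitrophenol freed from T5PNP by hydrolysis · Read-out – % inhibition relative to enzyme-containing and enzyme-free wells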
# GC-B act: GC-B (human) receptor activation. P20594. HEK293-GC-B cells, CNP EC30, cGMP TR-FRET; 0% at EC30 CNP, 100% saturating CNP. activation, % at 10 µM. 370,000 tested, 0.11% active. AID 1920062;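 active means activation at 10 µM reaching about 35% in either raw or pattern-adjusted values, limit read from the data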
# HTRA1 inh: inhibitors of human serine peptidase HTRA1; Q92743; recombinant HTRA1, FP-rhodamine activity-based probe, fluorescence polarization; inhibition, % at 5.96 µM; 340,000 tested, 0.5% active; AID 504803; in the data active means inhibition above about 36%;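 further: 0% = enzyme with DMSO and 100% = wells lacking enzyme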
# SIAE primary: inhibitors of human sialic acid acetylesterase SIAE; Q9HAT2; SIAE FP-Rh probe binding, fluorescence polarization; inhibition, % at 9.66 µM; 370,000 tested, 0.69% active; AID 1053197;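 active means inhibition above a cutoff: mean of compounds within the control limits plus 3 SD of those, cut at about 17% in these data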;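 further: 0% = plate median of compound wells and 100% = probe without SIAE protein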
# LEDGF integ inh: blocks HIV-1 LEDGF/p75-dependent DNA integration; inhibition, % at 3.7 µM; 370,000 tested, 0.64% active; TR-FRET IN-LEDGF/p75 DNA integration, Eu/Cy5;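 active means inhibition above the screen-wide mean plus 3 SD, cut at about 13% in these data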;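 further: signal is the Cy5 over europium emission ratio at 671 and 618 nm; 0% = plate median of compound wells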
# MBD2 DNA inh: inhibitors of human MBD2 binding to methylated oligonucleotide; Q9UBB5; TR-FRET; inhibition, % at 4.4 µM; 370,000 tested, 0.31% active; AID 686964; in the data active means inhibition above about 13%
# Target sequence (Q9UBB5 whole entry, looked up): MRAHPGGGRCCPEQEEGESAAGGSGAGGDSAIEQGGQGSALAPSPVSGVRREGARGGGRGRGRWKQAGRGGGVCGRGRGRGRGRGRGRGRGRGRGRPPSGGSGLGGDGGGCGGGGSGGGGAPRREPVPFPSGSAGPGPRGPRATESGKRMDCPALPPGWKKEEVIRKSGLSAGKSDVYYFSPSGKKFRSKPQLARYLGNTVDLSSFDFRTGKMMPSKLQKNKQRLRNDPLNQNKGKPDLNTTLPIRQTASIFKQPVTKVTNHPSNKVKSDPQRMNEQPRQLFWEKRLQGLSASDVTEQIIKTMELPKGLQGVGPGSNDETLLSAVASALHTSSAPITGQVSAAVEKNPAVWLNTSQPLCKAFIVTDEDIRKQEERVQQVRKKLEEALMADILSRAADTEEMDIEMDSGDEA
# PRMT1 FP inh: inhibitors of human PRMT1. 370,000 tested, 1.3% active. recombinant PRMT1, activity-based probe fluorescence polarization. inhibition, % at 2.79 µM. Q99873;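 active means inhibition above about 21% made by adding two undisclosed values, limit read from the data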
# TCR-CD3 inh: human TCR-CD3 binding inhibition | TAMRA-labeled TCR probe fluorescence, biochemical | inhibition, % at 9.4 µM | 360,000 tested, 0.37% active | AID 651800; in the data active means inhibition above about 19%;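 further: recombinant mutant TCR 2C K166C tagged with TAMRA read by polarization; 0% = receptor in buffer alone and 100% = receptor with positive control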
# rCAG binder: r(CAG) repeat RNA binding; TO-PRO-1 dye displacement fluorescence; inhibition, % at 3 µM; 370,000 tested, 1.3% active;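 active means inhibition above the plate cutoff, the mean of all test compounds on that plate plus 3 SD, cut at about 35% in these data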;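 further: 0% = DMSO alone and 100% = 100 µM mitoxantrone as full dye displacement; higher means more dye released from RNA so lower well fluorescence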
# The depositor's hits bear a star; x = not tested or not shown. Not all compounds are listed; rates above refer to the full screens.
SMILES,mABHD4 FP,TDP2 inh,GC-B act,HTRA1 inh,SIAE primary,LEDGF integ inh,MBD2 DNA inh,PRMT1 FP inh,TCR-CD3 inh,rCAG binder
COc1ccc(F)cc1S(=O)(=O)NCC(=O)NCc1cc(=O)n(C)c(=O)n1C,7,9,0,4,2,2,2,2,1,0
COc1ccc(CN2C(=O)c3ccccc3C2=O)cc1C(=O)Nc1ccc(C)cc1C,0,8,-2,2,-2,-3,3,1,-5,-1
Cc1ccc(-n2nc3c(=O)n(CCCC(=O)NCc4ccco4)nc(C)c3c2C)cc1,-1,-4,-3,-1,9,2,-1,-7,-1,-5
CSc1ncccc1C(=O)N1CCN(S(=O)(=O)c2ccc(C)cc2)CC1,-2,-2,-5,3,-4,6,-1,-2,4,0
CCCN1CCC(NCC(C)c2ccccc2)CC1 (stereo not given),-5,-1,1,4,0,1,-1,1,-9,0
CCCCNc1c(N)n(CC(C)C)c(=O)[nH]c1=O,2,-9,-2,-7,-3,10,-1,-5,-1,-4
CN(C)c1ccc(-c2nnn(CC(=O)NCc3ccc4c(c3)OCO4)n2)cc1,-3,2,5,4,-2,-6,-5,-4,9,2
Cc1ccccc1N(CC(=O)NC(C)(C)C)C(=O)c1ccc(-c2ccccc2)[nH]1,4,-9,-3,x,11,2,5,-2,6,1
CCN(CC)C(=O)Oc1ccc(Cl)c2cccnc12,2,8,-5,-18,-1,-2,3,-5,2,-6
Cc1ccc(C(=O)N/C(=C/c2ccc(F)cc2)C(=O)NCc2ccncc2)cc1,7,-8,-5,-4,1,2,3,0,1,1
CCC(=O)Nc1ccc(F)c(Cl)c1,3,4,0,0,5,-1,1,2,-5,3
COc1cccc(C(=O)NCCS(=O)(=O)NCc2cccnc2)c1,1,-1,0,7,3,-2,-7,1,-1,0
COc1ccccc1C(O)P(=O)(OCC(C)C)c1ccc(N(C)C)cc1 (stereo not given),0,6,3,9,2,0,-8,-4,5,-12
COc1ccc(-c2ccc(-c3noc(-c4ccccc4)n3)c(OC)n2)cc1,-11,-12,-3,-12,-2,-3,-5,-5,6,7
COc1ccc(N2CCN(Cc3ccc(Br)s3)CC2)cc1,12,15,-1,3,6,0,-2,-2,0,-5
CSCC[C@H](NC(=O)c1ccc2c(c1)OCO2)c1nnc2ccccn12,-3,-12,2,-2,-1,-5,2,5,5,-2
Fc1ccc2nc(Nc3nc4c(F)cc(F)cc4s3)sc2c1,11,-4,1,-11,10,6,-1,-2,2,12
O=C(Oc1cc(-c2ccccc2)no1)c1ccc(F)cc1,3,3,3,-5,3,2,-6,1,3,7
COCCn1c(SCC(=O)OCc2ccccc2)nc2c1c(=O)[nH]c(=O)n2C,6,-4,0,-5,0,5,0,2,3,3
O=[N+]([O-])c1cccnc1NCc1cccs1,3,9,-1,1,-1,0,1,0,6,0
COc1ccc(C(=O)c2nccc3ccccc23)cc1,1,-17,4,4,-6,-2,-6,-1,4,-3
CCN1CCN(C(=O)CS(=O)(=O)Cc2nc(-c3ccc(C)cc3)oc2C)CC1,-9,-7,-1,2,7,0,1,8,-5,-1
CCOC(=O)C1=C(C)N=C2SCCC(=O)N2C1c1ccc(C(=O)OC)cc1 (stereo not given),-12,7,-13,-7,5,-1,-2,-2,4,-1
O=C(CN1CCC(NC(=O)c2cccc(F)c2)CC1)Nc1ccc(Br)cc1,1,-10,-6,-11,-7,-5,-1,4,-7,6
COc1ccc(C(C(=O)NC2CCCC2)n2c(C3CCN(C(C)=O)CC3)nc3ccccc32)cc1 (stereo not given),0,-1,15,x,-4,5,2,-9,10,2

# Full records, quoted from the list. Order of screens: mABHD4 FP	TDP2 inh	GC-B act	HTRA1 inh	SIAE primary	LEDGF integ inh	MBD2 DNA inh	PRMT1 FP inh	TCR-CD3 inh	rCAG binder
# Results for `COc1ccc(C(C(=O)NC2CCCC2)n2c(C3CCN(C(C)=O)CC3)nc3ccccc32)cc1` (stereo not given) = 0	-1	15	x	-4	5	2	-9	10	2
# Results for `COCCn1c(SCC(=O)OCc2ccccc2)nc2c1c(=O)[nH]c(=O)n2C` = 6	-4	0	-5	0	5	0	2	3	3
# Results for `CN(C)c1ccc(-c2nnn(CC(=O)NCc3ccc4c(c3)OCO4)n2)cc1` = -3	2	5	4	-2	-6	-5	-4	9	2
# Results for `Cc1ccccc1N(CC(=O)NC(C)(C)C)C(=O)c1ccc(-c2ccccc2)[nH]1` = 4	-9	-3	x	11	2	5	-2	6	1
# Results for `COc1ccc(C(=O)c2nccc3ccccc23)cc1` = 1	-17	4	4	-6	-2	-6	-1	4	-3

# Going on with the list:
SMILES,mABHD4 FP,TDP2 inh,GC-B act,HTRA1 inh,SIAE primary,LEDGF integ inh,MBD2 DNA inh,PRMT1 FP inh,TCR-CD3 inh,rCAG binder
CCc1cc(=O)[nH]c(SCC(=O)N2CCCC2)n1,3,9,9,7,0,-3,-1,5,-8,-1
CN1CCN(NC(=O)c2ccc(Br)c(S(=O)(=O)N3CCOCC3)c2)CC1,-1,7,5,-1,-3,1,1,-1,9,1
CN(C(=O)CSc1nc2c(c(=O)[nH]1)CCCC2)C1CCCCC1,9,-3,-6,-2,2,2,4,-1,7,-2
Cc1cccc(NCC(=O)N/N=C\c2cccc(Oc3ccccc3)c2)c1,4,-11,-2,-20,8,0,2,0,4,5
COC(=O)[C@]12C[C@H](CC(=O)NCc3ccccc3)C(=O)N(Cc3ccco3)C1=C[C@H](C(C)(C)C)O[C@@H]2C,7,-7,-15,x,1,-3,-2,5,x,1
O=C1c2cccc3cccc(c23)C(=O)N1c1nccs1,4,4,6,-6,4,3,-7,-3,3,-1
Cc1c(C)n(Cc2ccccc2)c2ncnc(NCCN(C)C)c12,0,-8,1,13,2,2,-2,0,7,-2
O=C(CSc1nc2ccccc2o1)N1CCN(C(=O)c2ccco2)CC1,4,-8,7,2,0,-9,-6,1,11,-2
CCC(C(=O)Nc1ccccc1N1CCCC1)c1cccc(C)c1 (stereo not given),3,3,-23,x,0,1,-8,-1,x,1
O=C(NCCc1ccccc1)C(=O)c1c(-c2ccccc2)[nH]c2ccccc12,0,10,3,-13,3,2,3,0,-1,3
CCN(CC)C(=O)c1ccc(CS(=O)(=O)Cc2ccccc2)cc1,0,-5,4,1,5,-4,-2,0,7,-2
CCOC(=O)c1c(S(=O)(=O)NCC(=O)N2CCN(c3ccccc3OC)CC2)c(C)n(C)c1C,3,2,1,7,4,-1,2,-2,7,-2
COc1ccc(S(=O)(=O)N2CCN(CC(=O)Nc3ccc(F)c(F)c3)CC2)cc1,0,5,-2,3,0,-3,-1,-3,-2,-6
O=C(Nc1nnc(S(=O)(=O)N2CCOCC2)s1)c1ccccc1Cl,-8,6,1,-3,-6,1,3,-1,5,4
Cc1onc(-c2c(Cl)cccc2Cl)c1C(=O)O/N=C(\C#N)c1ccccc1,-5,3,0,-6,-4,3,-4,-4,2,2
Cc1c(-c2n[nH]c(=S)n2-c2ccc(Br)cc2)nnn1-c1ccc(Cl)cc1,3,10,-1,-2,1,-6,3,17,-1,32
Cn1c(=O)c2c(ncn2CCc2ccccc2)n(C)c1=O,-6,-2,-1,0,-1,-1,3,1,6,-4
CCOC(=O)C1(C)CCCN1C(=O)c1ccc(C(=O)OC)cc1 (stereo not given),1,0,2,x,3,-3,0,0,1,2
COc1ccc(OCC(C)CN2CCC(C(O)(c3ccccc3)c3ccccc3)CC2)cc1 (stereo not given),-2,-17,-11,x,-3,7,-9,-5,x,1
Cc1ccc(S(=O)(=O)NC(=O)C2(C)CCN2C(=O)C2(c3ccc(Cl)cc3)CCC2)nc1 (stereo not given),-11,-10,-8,x,-3,6,-3,-1,-7,15
CCOC(=O)N1CCN(C(=O)CN(C)S(=O)(=O)c2ccc3c(c2)C(C)(C)C(=O)N3C)CC1,4,6,-4,3,3,2,-5,-2,2,-9
COc1ccc(-c2ccc(SCC(=O)NCc3ccco3)nn2)cc1OC,4,0,-2,4,4,-2,3,9,4,0
CCN1N=C(C)C=C(c2ccccc2)n2c1nc1ccccc12,0,9,-1,-4,9,-1,2,3,3,-3
Cc1cnc(NC(=O)c2ccc(Cl)nc2)s1,-2,15,-1,3,12,-1,-3,0,9,3
Cc1ccc(NC(=S)NNc2ncc(C(F)(F)F)cc2Cl)c(C)c1,14,1,5,12,-6,0,-1,0,-4,-3

# 3 entries from above, arranged by formula weight, largest number first.
SMILES,mABHD4 FP,TDP2 inh,GC-B act,HTRA1 inh,SIAE primary,LEDGF integ inh,MBD2 DNA inh,PRMT1 FP inh,TCR-CD3 inh,rCAG binder
Cc1ccc(S(=O)(=O)NC(=O)C2(C)CCN2C(=O)C2(c3ccc(Cl)cc3)CCC2)nc1 (stereo not given),-11,-10,-8,x,-3,6,-3,-1,-7,15
COc1ccc(CN2C(=O)c3ccccc3C2=O)cc1C(=O)Nc1ccc(C)cc1C,0,8,-2,2,-2,-3,3,1,-5,-1
COc1ccc(-c2ccc(SCC(=O)NCc3ccco3)nn2)cc1OC,4,0,-2,4,4,-2,3,9,4,0

# (next part)
SMILES,mABHD4 FP,TDP2 inh,GC-B act,HTRA1 inh,SIAE primary,LEDGF integ inh,MBD2 DNA inh,PRMT1 FP inh,TCR-CD3 inh,rCAG binder
COc1ccc(/C=N/n2cnnc2)cc1COc1ccccn1,0,-5,-4,1,4,-2,-2,-2,0,3
Cn1c(=O)oc2cc(S(=O)(=O)NCc3cccnc3)ccc21,0,21,-6,3,-3,-1,-5,-2,2,-2
CCOc1ccc(C(=O)CSCCC(=O)O)cc1,4,-6,-1,5,4,0,-1,9,-4,6
COC(=O)CCC(=O)OC1(C)C(=O)C=C2C=C(C3CC3)N(CCCCO)C=C2C1=O (stereo not given),8,31*,0,3,2,8,-4,10,3,6
O=c1c([N+](=O)[O-])c(Cl)c2ccccc2n1Cc1ccccc1,7,1,3,x,6,1,0,43*,x,x
CN=C(C)c1c(O)c2ccccc2oc1=O,-6,-10,1,4,1,-1,1,3,-7,-2
O=C(CCC1CCCN(C(=O)Cn2cnnn2)C1)NCc1ccccc1F (stereo not given),4,7,-5,2,7,-3,8,3,-2,-2
